PI5P4Ka inh: blocks human PI5P4K alpha kinase activity | max response, % | PI5P4Kalpha enzyme, ADP-Glo luminescence, 60 min; stronger effect = lower value | 330,000 compounds, 1.2% hits; active = max response of -50% or lower; inconclusive = between -30% and -50%; inactive = -30% or higher; also: value at the top dose of about 77 µM; % is scaled to controls: 0 for no effect and ±100 for the full control effect
Target sequence (P48426 whole entry, looked up): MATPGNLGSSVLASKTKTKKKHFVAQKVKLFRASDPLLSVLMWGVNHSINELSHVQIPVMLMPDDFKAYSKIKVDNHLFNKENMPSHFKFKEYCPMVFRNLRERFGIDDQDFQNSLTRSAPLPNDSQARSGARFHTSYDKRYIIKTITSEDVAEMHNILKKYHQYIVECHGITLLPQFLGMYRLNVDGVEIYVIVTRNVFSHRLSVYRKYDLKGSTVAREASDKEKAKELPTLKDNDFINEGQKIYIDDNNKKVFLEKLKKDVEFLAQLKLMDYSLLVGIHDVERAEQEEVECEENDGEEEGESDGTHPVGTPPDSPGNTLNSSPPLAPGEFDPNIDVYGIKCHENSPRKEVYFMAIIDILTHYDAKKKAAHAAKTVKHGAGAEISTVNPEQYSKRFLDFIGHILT
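qHTS, 1536-well: enzyme/substrate mix, compound by pin tool, 5 microM ATP final; RT 60 min; ADP-Glo reagents 1 (45 min) then 2 (30 min); luminescence.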
EPAC1 ag: activates human EPAC1 exchange factor; O95398; EPAC1 agonist qHTS, biochemical assay; response scale: 100% = response to 6.5 mM cAMP; Potency, µM (series often up to 154 µM), inactives show at the top dose activation, actives largely listed as activators; 360,000 compounds, 0.073% hits; AID 720707; also: potency is read from the fitted curve at half-maximal effect; nearly all actives have a fitted effect of over 60% in size
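Nucleotide exchange by EPAC1 (100 nM) on Rap1B–BODIPY-GDP (250 nM) in the presence of 50 uM GDP is tracked fluorescently at 480/540 nm over 30 min. Signals are normalized to a 6.5 mM cAMP control.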
aSyn rescue: rescues yeast growth from alpha-synuclein toxicity. 370,000 compounds, 0.14% hits. Yeast expressing alpha-synuclein, growth rescue, BacTiter-Glo, 24 h. Potency, µM (top dose mostly 46.1 µM), for the others: at the highest dose growth rescue (activation), actives largely listed as activators; also: potency is read from the fitted curve at half-maximal effect; % of control where 0% means no effect; nearly all actives have a fitted effect of over 65% in size
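Rescue of yeast growth: cells expressing toxic alpha-synuclein, induced in galactose at OD600 0.02, incubated with compound 24 h at 30 C. ATP luminescence quantified growth; inhibitors of toxicity appear as activators.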
Abeta rescue: restores growth of yeast expressing A-beta42 peptide. yeast expressing A-beta42, growth rescue, OD600, 48 h; response scale: 0% DMSO, 100% iron-clioquinol control. Potency, µM (series often up to 46.1 µM), without a hit: top-dose growth rescue, hits mostly activators. 410,000 compounds, 0.063% hits; also: potency is read from the fitted curve at half-maximal effect; nearly all actives have a fitted effect of over 55% in size
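Yeast growth medium received pinned compounds, then yeast cells expressing toxic A-beta were added; plates incubated at 30 C for 48 hr. Growth read as absorbance at 600 nm, normalized to DMSO and equimolar FeCl3 plus clioquinol controls.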
WRN inhibitor: inhibitors of human WRN helicase. Q14191. WRN helicase unwinding, fluorescent forked duplex, kinetic. Potency, µM (top dose mostly 114 µM), for inactives: top-dose activity change, negative = inhibition, most hits filed as inhibitors. 360,000 compounds, 0.46% hits. AID 651768; also: potency is read from the fitted curve at half-maximal effect; % is scaled to controls: 0 for no effect and ±100 for the full control effect; nearly all actives have a fitted effect of over 55% in size
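Screening of the MLSMR collection measured strand separation of a quenched forked DNA duplex (100 nM) by 20 nM WRN with 2 mM ATP, all final. Compounds were preincubated with enzyme 15 min at room temperature.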
PLK1 PBD inh: blocks phosphopeptide binding to human PLK1 polo-box domain; P53350; Plk1 PBD binding of FITC phosphopeptide, fluorescence polarization; Potency, µM, for the others: max response, negative = inhibition, actives largely listed as inhibitors; 360,000 compounds, 2.8% hits; also: potency is read from the fitted curve at half-maximal effect; series mostly up to about 57 µM; % is scaled to controls: 0 for no effect and ±100 for the full control effect; nearly all actives have a fitted effect of over 65% in size
Target sequence (P53350 whole entry, looked up, the tested form may be a part): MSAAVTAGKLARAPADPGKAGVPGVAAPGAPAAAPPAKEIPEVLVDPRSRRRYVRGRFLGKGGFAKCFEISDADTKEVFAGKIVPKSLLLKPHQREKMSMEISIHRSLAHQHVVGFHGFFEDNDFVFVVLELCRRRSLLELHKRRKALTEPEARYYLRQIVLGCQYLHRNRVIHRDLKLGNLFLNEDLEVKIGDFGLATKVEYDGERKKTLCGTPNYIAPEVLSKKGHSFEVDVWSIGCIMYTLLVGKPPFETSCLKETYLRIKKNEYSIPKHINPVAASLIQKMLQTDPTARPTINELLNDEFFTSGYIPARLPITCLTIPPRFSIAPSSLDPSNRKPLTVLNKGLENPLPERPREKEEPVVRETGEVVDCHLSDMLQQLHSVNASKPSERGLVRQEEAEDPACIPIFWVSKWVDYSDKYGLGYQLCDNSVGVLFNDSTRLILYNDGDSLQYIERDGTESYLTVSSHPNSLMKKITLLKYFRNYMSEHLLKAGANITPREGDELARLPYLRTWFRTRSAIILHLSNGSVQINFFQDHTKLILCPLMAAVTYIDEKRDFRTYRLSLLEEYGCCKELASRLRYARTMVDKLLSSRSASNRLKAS
EPAC1 antagonist: EPAC1 (human) antagonism | O95398 | EPAC1 GEF assay, Rap1b-BODIPY-GDP exchange fluorescence | Potency, µM (titrated, usually from 115 µM), inactives show top-dose activity change, negative = inhibition, hits mostly inhibitors | 360,000 compounds, 0.14% hits | AID 720709;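 also: potency is read from the fitted curve at half-maximal effect; plate controls were vehicle for no effect and positive control for full effect; nearly all actives have a fitted effect of over 50% in size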
FUS suppressor: FUS proteinopathy suppression in yeast; 390,000 compounds, 0.24% hits; Potency, µM (titrated, usually from 76.6 µM), inactives show at the highest dose growth rescue (activation), hits mostly activators; S. cerevisiae FUS-expressing, growth rescue, OD600, 24 h; AID 1347120;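 also: potency is read from the fitted curve at half-maximal effect; plate controls were DMSO vehicle for no effect and reference control for full effect; nearly all actives have a fitted effect of over 55% in size; some results filed as inactive show a strong effect at the top dose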
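FUS-expressing yeast, raffinose-pregrown, induced in 2% galactose minimal medium at OD 0.005; compounds in a dilution series, 24hr at 30C. Growth restoration read as absorbance at 600 nm. CP55940 positive control, DMSO negative.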
IL-2 act: IL-2 activation; IL-2 activation reporter assay, cell-based qHTS; stimulated with anti-CD3/CD4/CD28 beads; in transgenic mouse T cells; activation, % (series mostly up to about 46 µM); 360,000 compounds, 0.065% hits; AID 652025; in the data active = activation above about 50%; inconclusive = mostly about 30% to 49%; also: 0% is about no effect
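Readout is EGFP and DsRed signal by fluorescent plate cytometry after 18 h at 37 degrees C. Transgenic mouse T cells (750/well) received compound for 60 min before bead stimulation (anti-CD3, anti-CD4, anti-CD28); memory T cells served as non-tolerant control.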
An asterisk follows results filed as active; ? = inconclusive; . = no result given; & = joins results of further samples; [ ] = dose if it differs, or a comment. Unless noted, calls follow the shape of the dose curve; as a rule, active = well fitted curve in the direction sought with a large enough effect; inconclusive = small, poorly fitted or top-dose-only effect, or another doubt; inactive = no such curve, though single readings can be large; an effect the other way counts as inactive or inconclusive.

SMILES	PI5P4Ka inh	EPAC1 ag	aSyn rescue	Abeta rescue	WRN inhibitor	PLK1 PBD inh	EPAC1 antagonist	FUS suppressor	IL-2 act
COC(=O)C1=C(C)NC(C)=C(C(=O)OC)C1C(=O)OCC(=O)N1c2ccccc2CC1C (configuration not stated)	-1&-1	-2%&2%	2%&-3%	6%&17%	3%&0%	1%&0%	-5%&-7%	8%&15%	1.0&1.2
COc1ccc(-c2cc(NC=O)c3ncc(-c4ccc(OC)c(OC)c4)n3c2)c(OC)c1	-12	-1%	-18%	-14%	?	-6%	3%	?	-0.8
CSc1cccc(NC(=O)C2CC(=O)N(c3ccc4c(c3)OCCO4)C2)c1 (configuration not stated)	-12	11%	-4%	-5%	7%	-16%	-23%	-11%	1.6
CC(C)COC(=O)N1CCN(S(=O)(=O)c2ccc3c(c2)CCC3)CC1	-3	2%	-6%	9%	4%	4%	10%	.	-5.8
Cc1onc(-c2c(F)cccc2Cl)c1C(=O)NC1CCCCCC1	3	2%	-1%	-8%	10%	-20%	-8%	14%	0.2
c1ccc(COc2ccc(CN3CCN(c4ccccn4)CC3)cc2)cc1	15	22%	2%	20%	-8%	0%	?	27%	0.3
CS(=O)(=O)N(CC(=O)NCc1ccco1)c1ccc(Cl)cc1Cl	-1	-5%	1%	6%	-18%	-8%	-18%	30%	0.2
O=C(Oc1c(Cl)cc(Cl)c2cccnc12)N1CCOCC1	.	9%	12%	1%	2%	-10%	-3%	4%	-1.8
Clc1ccc(C2=C3CCCCn4c(-c5ccccc5)c[n+](c43)C2)cc1	?	1%	2%	-1%	5%	-14%	6%	29%	1.6
O=C(COC(=O)Cc1ccsc1)NC1CCCCCC1	-6	12%	7%	11%	1%	-10%	7%	15%	1.6
CC1=CC(C)(C)N(S(=O)(=O)c2ccc(F)cc2)c2ccc(C)cc21	.	8%	3%	6%	-8%	1%	16%	-5%	-3.5
CCN(CC(=O)Nc1ccc(NC(C)=O)cc1)C(=O)c1cc([N+](=O)[O-])ccc1Sc1ccc(Cl)cc1	-1	14%	6%	4%	-5%	-3%	-2%	?	2.9
CCS(=O)(=O)NCCc1cc2c(OC)ccc(OC)c2[nH]c1=O	-8	1%	-7%	-3%	7%	-28%	12%	-3%	-1.4
CN1C(=O)c2cccc3c(Br)ccc(c23)C1=O	7	1%	9%	-6%	-1%	-4%	8%	-17%	3.5
Cc1cc(C)c[n+](-c2nc3ccccc3nc2[N-]S(=O)(=O)c2cccs2)c1	2	2%	-11%	-10%	6%	-2%	-1%	-16%	1.7
O=C(Cc1cccs1)Nc1cc(S(=O)(=O)N2CCCCC2)ccc1Cl	-1	8%	17%	-9%	-5%	5%	10%	16%	1.5
O=C(Nc1nnc(-c2cccs2)o1)c1cc(-c2ccccc2)nc2ccccc12	-26	6%	?	?	-14%	-10%	?	33%	3.1
CC(C)(C)c1ccc(C(=O)NCc2ccc(Cl)cc2)cc1	.	9%	4%	7%	-3%	-9%	1%	1%	1.9
Cc1ccc2cc(CCNC(=O)c3ccc4c(c3)OCO4)c(=O)[nH]c2c1C	2	-8%	-4%	-5%	-2%	5%	-1%	-2%	-2.6
CN(C)c1ccc(-c2ccccc2)nn1	-13	6%	-3%	-14%	-4%	-11%	9%	5%	1.1
COCCNc1nc(SC)nc2sc3c(c12)CCN(C)C3	8	-7%	-3%	1%	1%	-4%	-4%	6%	-1.0
CCOC(=O)N1CCC(NS(=O)(=O)c2ccc3c(c2)OCC(=O)N3)CC1	-3	8%	-1%	1%	-6%	-18%	-1%	-5%	0.1
COc1ccc2c(c1)-c1nc(/N=C/c3ccc(O)c(OC)c3)sc1CC2	6	-12%	-19%	-91%[inhibitor]	79µM*	?	?	.	-0.3
COC(=O)[C@@]12C[C@@H](CC(=O)NCCc3ccccc3OC)C(=O)N(CCc3ccc(OC)c(OC)c3)C1=CCC(C)(C)C2	2	0%	19%	-3%	-10%	-21%	-19%	?	-0.6
O=[N+]([O-])c1c(NCCO)cc(N2CCCCCC2)c2nonc12	0	-4%	0%	-3%	6%	-14%	-5%	6%	-0.3

Record cards, as listed above. Order of values: PI5P4Ka inh	EPAC1 ag	aSyn rescue	Abeta rescue	WRN inhibitor	PLK1 PBD inh	EPAC1 antagonist	FUS suppressor	IL-2 act
`COC(=O)C1=C(C)NC(C)=C(C(=O)OC)C1C(=O)OCC(=O)N1c2ccccc2CC1C` (configuration not stated) across the screens: -1&-1	-2%&2%	2%&-3%	6%&17%	3%&0%	1%&0%	-5%&-7%	8%&15%	1.0&1.2
`CCS(=O)(=O)NCCc1cc2c(OC)ccc(OC)c2[nH]c1=O` across the screens: -8	1%	-7%	-3%	7%	-28%	12%	-3%	-1.4

Remaining list, next part
SMILES	PI5P4Ka inh	EPAC1 ag	aSyn rescue	Abeta rescue	WRN inhibitor	PLK1 PBD inh	EPAC1 antagonist	FUS suppressor	IL-2 act
CCOc1ccc2c(C)c(C(=O)O)oc2c1OCC	-26	-2%	-1%	-7%	1%	-13%	0%	21%	0.1
O=C(NNc1ccc([N+](=O)[O-])cn1)Nc1ccc(N=Nc2ccccc2)cc1	-20	-25%	3%	-10%	-9%	5%	?	.	1.1
COc1ccc(NC(=O)C2CCCN(S(=O)(=O)c3c(C)n[nH]c3C)C2)cc1OC (configuration not stated)	-1	2%	2%	25%&-4%	9%	-4%	-2%	-27%&-7%	-0.5
COC(=O)c1ccc(CO/N=C/c2cccc([N+](=O)[O-])c2)cc1	8	0%	-9%	-10%	-7%	-1%	-18%	-1%	-0.6
COc1cccc(-c2nc(CS(=O)(=O)CC(=O)N3CCN(C)CC3)c(C)o2)c1	-1	1%	-3%	6%	0%	2%	?	-14%	-1.9
COc1ccc(OCCN2C(=O)c3ccccc3C2=O)cc1	0	5%	7%	14%	-1%	-15%	-19%	1%	2.9
C/C(=N\NC(=O)Cc1cccn1C)c1ccc2ccccc2c1	-21	8%	-4%	1%	-12%	-11%	8%	19%	4.6
O=C(NCCO)c1cc2ccccc2c(=O)s1	1	2%	-5%	-7%	-2%	-9%	-9%	-7%	-0.4
CN(c1ccc(C(=O)Nc2cccc([N+](=O)[O-])c2)cc1)S(C)(=O)=O	6	-1%	1%	-16%	1%	-5%	-4%	19%	-0.7
Cc1ccc(C(=O)NCc2nnc(SCC(=O)Nc3ccccc3)n2C)cc1	-6	-9%	4%	16%	-8%	-6%	-13%	.	2.8
CCOCCn1c(SCc2ccc(C)cc2)nc2c1c(=O)[nH]c(=O)n2C	-3	-8%	5%	-3%	-12%	-6%	0%	-19%	1.2
CCOC(=O)c1cc(NC(=O)c2cc(C)on2)cc(C(=O)OCC)c1	.	-2%	-6%	15%	6%	4%	10%	10%	-2.1
Cc1ccccc1NCC(=O)Nc1cc(S(=O)(=O)N2CCCCC2)ccc1C	2	6%	0%	-11%	5%	-9%	-14%	11%	-0.4
O=C1OC(c2ccc(F)cc2)=N/C1=C\C=C/c1ccccc1	?	-1%	3%	9%	-3%	-27%	-3%	-17%	1.3
CC(Oc1cccc(Br)c1)C(=O)NNC(=O)CCNC(=O)c1ccccc1Cl (configuration not stated)	0	-20%	-3%[1.84 µM]	9%	-5%	-6%	-10%	-2%	0.7
O=C(Nc1ccc(N2CCCC2)c(Cl)c1)c1ccc(Br)o1	.	2%	-2%	-8%	0%	-12%	7%	?	-1.6
COc1ccc(NC(=O)C2CCCN2C(=O)NCc2ccccc2)cc1OC (configuration not stated)	14	0%	4%	10%	-2%	0%	-21%	-10%	-1.0
CC(=O)c1cccc(NC(=S)N2CCCC2)c1	0	5%	-7%	1%	-5%	-6%	-13%	0%	-4.9
CN(/C=C/C(=C\C=[N+](C)c1ccccc1)OCCCS(=O)(=O)[O-])c1ccccc1	-4	-7%	1%	23%	-31%	36%[activator]	-3%	33%	0.7
O=C(COc1ccccc1)Nc1ccc(S(=O)(=O)Nc2ccccn2)cc1	-2	0%	16%	0%	3%	?	-21%	11%	0.1
COc1ccc(C(=O)C2CC2)cc1	21	12%	-1%	-2%	8%	-1%	0%	.	-2.1
COc1ccc2c(c1OC)C(=O)N(c1ccccn1)C2	-6	-6%	-15%	-18%	7%	-7%	0%	-40%	-0.2
CC(C)(C)OC(=O)N1CCC(c2c(C(=O)N3CCN(C(=O)c4ccco4)CC3)cnn2-c2ccc(F)cc2F)CC1	9	9%	-4%	13%&0%	-1%	-15%	16%	25%&27%	0.4
COc1ccc(CCNC(=O)CSc2ccc(Br)cc2)cc1OC	-3	-10%	2%	-13%	4%	1%	3%	17%	0.5
Cn1c(SCc2ccccc2F)nnc1-c1cnccn1	.	1%	-1%	-24%	-11%	-17%	-14%	?	-0.5
CCn1c(C(C)NC(=O)c2ccc(OC)c(OC)c2)nc2ccccc21 (configuration not stated)	0	-8%	-5%	1%	10%	-2%	-1%	13%	-4.1

Five compounds from above, sorted by their value in EPAC1 antagonist, smallest number first:
SMILES | PI5P4Ka inh | WRN inhibitor | PLK1 PBD inh | EPAC1 antagonist | FUS suppressor
COC(=O)c1ccc(CO/N=C/c2cccc([N+](=O)[O-])c2)cc1 | 8 | -7% | -1% | -18% | -1%
CC(=O)c1cccc(NC(=S)N2CCCC2)c1 | 0 | -5% | -6% | -13% | 0%
CCn1c(C(C)NC(=O)c2ccc(OC)c(OC)c2)nc2ccccc21 (configuration not stated) | 0 | 10% | -2% | -1% | 13%
CCOc1ccc2c(C)c(C(=O)O)oc2c1OCC | -26 | 1% | -13% | 0% | 21%
O=C(Nc1ccc(N2CCCC2)c(Cl)c1)c1ccc(Br)o1 | . | 0% | -12% | 7% | ?
